NPYLR7 ag: activates Aedes aegypti NPYLR7 receptor. AID 1259423. HEK293T NPYLR7/Galpha15, GCaMP6s calcium fluorescence. activation, % at 10 µM. 270,000 compounds, 0.15% hits; in the data active means activation above about 40%;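 further: 0% = vehicle and 100% = reference agonist at the receptor; some compounds past the cut are filed as inactive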
mcGAS lum: mouse cGAS inhibition by luminescence. Q8C6L5. recombinant cGAS, Kinase-Glo ATP depletion luminescence. inhibition, % at 12.5 µM. 160,000 compounds, 0.15% hits. AID 1259399;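 further: 0% = negative control wells and 100% = reference inhibitor with no enzyme activity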
hcGAS inh: human cGAS inhibition. recombinant h-cGAS, ATP depletion, Kinase-Glo luminescence. inhibition, % at 12.5 µM. 290,000 compounds, 0.081% hits;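 further: 0% = vehicle reaction and 100% = reaction without DNA for no activity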
Target sequence (Q8N884 whole entry, looked up): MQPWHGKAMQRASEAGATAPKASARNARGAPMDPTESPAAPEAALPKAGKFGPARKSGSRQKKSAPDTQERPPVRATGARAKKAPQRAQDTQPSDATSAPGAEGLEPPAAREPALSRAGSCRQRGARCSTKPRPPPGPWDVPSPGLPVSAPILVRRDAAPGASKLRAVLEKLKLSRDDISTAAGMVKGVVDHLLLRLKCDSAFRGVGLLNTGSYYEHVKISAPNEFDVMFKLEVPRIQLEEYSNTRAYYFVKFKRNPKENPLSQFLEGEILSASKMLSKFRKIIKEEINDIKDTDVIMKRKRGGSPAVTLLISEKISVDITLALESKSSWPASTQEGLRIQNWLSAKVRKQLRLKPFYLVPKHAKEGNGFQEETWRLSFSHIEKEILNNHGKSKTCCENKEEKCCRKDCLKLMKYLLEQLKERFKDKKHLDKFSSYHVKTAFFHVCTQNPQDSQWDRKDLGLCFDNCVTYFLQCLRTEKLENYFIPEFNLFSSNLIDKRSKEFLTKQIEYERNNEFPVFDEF
* hit, by the source's call; x = not tested or not shown. Unless noted, no stated cut-off is given here; in the data, active means inhibition above about 40%; inactive means the rest.

smiles,NPYLR7 ag,mcGAS lum,hcGAS inh
CC1CN(Cc2ccc(CNS(=O)(=O)c3cccs3)cc2)CC(C)O1 (stereo not given),11,x,6
Cc1sc(-n2cccc2)c(C(=O)N2CCC3(CC2)CNC(=O)C3)c1C,-3,x,-4
CC1=C(C(=O)N2CCC(C3CCN(CCc4ccccc4)C3)CC2)OCCO1 (stereo not given),18,x,-7
COCc1nc(-c2cccc(CN3CCN(C(=O)C4CC(=O)N(Cc5ccccc5)C4)CC3)c2)no1 (stereo not given),2,-6,-4
Cc1nc(CCNC(=O)c2coc(CN3CCN(c4ccccc4F)CC3)n2)sc1C,-5,x,-1
CN1CCCC2(CCN(C(=O)CCn3cnc4ccccc4c3=O)C2)C1=O (stereo not given),8,x,-4
CCCCC(=O)Nc1nc(-c2ccccc2)c(C)s1,6,-8,-1
C=CCN(CC(=O)N1CCc2sccc2C1c1ccc(OC)cc1)C(=O)/C=C/c1ccccc1 (stereo not given),-10,3,2
O=C(NCCc1c[nH]c2ccc(OCc3ccccc3)cc12)c1ccco1,2,-3,2
Cc1nn(-c2cccc(Cl)c2)c(Oc2ccccc2)c1CN(CC(C)C)CC(O)Cc1ccccc1 (stereo not given),4,-4,-5
NC(=O)NC(=O)CCSCc1csc(Cc2ccc(Cl)cc2)n1,1,x,-7
COc1ccc(-c2nnc(C(C)OC(=O)C3C4CC5CC(C4)CC3C5)o2)cc1 (stereo not given),8,x,-8
CC(C)c1ccc(CC(=O)N2CCC2(C)C(=O)NS(=O)(=O)c2cccc(F)c2)cc1 (stereo not given),9,x,7
CC(=Nc1cccnc1)C(C#N)C#N,-5,x,-7
CCc1cn[nH]c1C1CCCN(C(=O)c2cc(C(C)C)n3ncnc3n2)C1 (stereo not given),4,x,-7
CCCn1ncc(CN2CCCC(N(C)CCc3ccc(OC)c(OC)c3)C2)c1C (stereo not given),11,x,-4
Cc1nc(CN2CCN(c3nc4nonc4nc3NCc3ccccc3)CC2)cs1,11,x,-11
CN(Cc1ncc[nH]1)C(=O)c1cc2c(s1)CCCCC2,-6,-12,-7
Cc1ccc(NC(=O)N2CCC3(CC2)SCCN3C(=O)COc2ccccc2)cc1C,0,-4,-6
O=C(Cc1ccccc1)NCCC(=O)N1CCOc2cc(F)ccc21,3,x,-14
O=C(C1CCN(c2cc(F)cc(F)c2)C1=O)N1CCN2CCCCC2C1 (stereo not given),4,-12,-5
Cc1ccc(C2CCCCC2OC(=O)CCS(=O)(=O)C2CCCC2)cc1 (stereo not given),6,x,-9
CCc1cccc(Oc2ccc(F)cc2/C=C/C(=O)O)c1,3,x,4
NS(=O)(=O)c1ccc(NNC(=S)Nc2ccc(SC(F)F)cc2)cc1,2,x,-4
O=C(CC(c1ccccc1)c1ccc(F)cc1)NCCN1CCNC1=O (stereo not given),x,-10,-7
O=C(NCCC1CCCCO1)c1cc(COc2ccc3c(c2)OCO3)[nH]n1 (stereo not given),3,x,-3
N[C@H](CCCCNC(=O)c1cccnc1)C(=O)N1CCC(O)(c2ccc(Cl)cc2)CC1,8,x,-1
CCC(Cc1ccc(C)cc1)NC(=O)N1CCCC(CC(N)=O)C1 (stereo not given),4,x,-5
Cc1ccc2nc(CSc3nnnn3C)cc(=O)n2c1,3,-6,-6
O=C(c1cnc2ccccn2c1=O)N1CC(=O)N(C2CCCCC2)CC(OCc2ccccc2)C1 (stereo not given),-4,1,3
CCC(=O)N1CCN(C(=O)c2ccccc2)CC1,-4,-5,-6
Cc1ccccc1-c1nc2cccc(C)n2c1NC(C)(C)CC(C)(C)C,x,1,0
CCCCS(=O)(=O)N(CC)C(C)c1cccc(O)c1 (stereo not given),4,x,5
CCN1CCN(C(=O)c2cn(CCOC)cc3c(=O)n(-c4ccccc4)nc2-3)CC1,-3,-10,-8
Cc1nn(CCNC(=O)c2ccc(Cl)cn2)c(C)c1Cl,5,x,-8
O=C(Cn1cnc2ccccc2c1=O)N1CCC2(CCCO2)CC1,9,-11,-3
O=C1C2CC=CCC2C(=O)N1CN1CCCC1c1cccs1 (stereo not given),1,-5,-5
Cc1ccc(N2C(=O)CC(NCCc3cccc(F)c3)C2=O)cc1 (stereo not given),-1,-7,-5
Cn1ncc2c(NCCN3CCCCC3CO)nc(C(C)(C)C)nc21 (stereo not given),9,x,-3
CC1CCc2c(sc3nc(C(C)N4CCN(C(=O)C5COc6ccccc6O5)CC4)[nH]c(=O)c23)C1 (stereo not given),1,x,-10
CCOc1ncccc1CN1CCC(C(=O)NCCCc2ccccc2)CC1,2,-3,-11
Cc1ccc(CN(Cc2ccco2)CC(O)COc2ccccc2C)s1 (stereo not given),27,-5,-11
COc1ccc(NC(=O)C2=C(C)NC(=O)NC2c2cccc(Cl)c2)cc1 (stereo not given),0,0,0
CCOC(=O)C(Cc1ccccc1)N(Cc1cc(Br)ccc1OCC)C(=O)c1cccc(C(F)(F)F)c1 (stereo not given),-1,-4,-3
Cc1cccc(CS(=O)(=O)c2ncc(CN(C(=O)CC(C)C)C(C)C)n2CC(C)C)c1,8,x,-6
CC(=O)c1nn(-c2ccc(Cl)cc2)nc1N,-7,x,7
O=[N+]([O-])c1ccc(-c2nc(C=Nc3cccnc3Cl)c(O)o2)cc1,2,-4,-3
CS(=O)(=O)NCCN1CCN(c2ccc(C(=O)NOCc3ccccc3)cn2)CC1,3,-2,-8
Fc1ccc(-c2nnn(CCCc3nn4c(C5CC5)nnc4s3)n2)cc1,9,-15,-9
O=C(Nc1ccccc1)C1CCN(C(=O)C2COc3ccccc3C2)CC1 (stereo not given),-3,x,-7
NCc1cc(-c2ccc(F)cc2)on1,2,x,-10
CCOC(=O)c1ccc(NC(=O)CSc2cn(CC(=O)N3CCCC3)c3ccccc23)cc1,-6,-1,0
CC(c1ccc(-c2ccnc(N)c2)cc1)N1CCCCC1 (stereo not given),3,-16,-3
Cc1cc(C)n2nc(SCC(=O)Nc3ccc(O)cc3)nc2n1,-1,-3,-8
Cc1nn(-c2ccccc2)c(Cl)c1CN1c2ccccc2C[C@H]1C(N)=O,-9,x,-4
Cc1noc(C)c1NC(=O)NCc1ccc(Br)cc1,5,x,-14
COc1ccc2[nH]c3c(c2c1)CCN(C(=O)COCc1ccccc1)C3COCc1ccccc1 (stereo not given),7,-10,-19
COCC(=O)N1CCSC12C(=O)N(Cc1c(F)cccc1F)c1ccc(C)cc12 (stereo not given),7,-5,-8
O=C(NCc1ccncc1)c1csc(CSc2nnc(Cc3ccccc3)n2-c2cccc(C(F)(F)F)c2)n1,8,-6,-8
COC(=O)c1cc(Br)ccc1S(=O)(=O)Nc1cc(OC)ccc1OC,7,x,-7

(further entries)
smiles,NPYLR7 ag,mcGAS lum,hcGAS inh
CC(C)n1cc(C(=O)N2CCN(CCc3ccccc3)CC2)c2nn(-c3ccccc3)c(=O)c-2c1,-5,-5,-3
COCCCNC(=O)C(NC(=O)c1cccc(C)c1)C1CCN(C(=O)c2ccccc2F)CC1 (stereo not given),-3,-3,0
Cc1ccsc1CN(Cc1ccc(F)cc1)Cc1nc(C(=O)NCc2ccncc2)co1,x,-5,-3
CCCc1cc(C2CCCN2C(=O)Nc2ccc(CC)cc2)no1 (stereo not given),9,x,-5
CC(C)c1nc2ccc(F)cc2c2c1C(=O)N(CCCn1cccn1)C2=O,-3,-2,-6
CCn1cc(CN2CCCC(CNC(=O)C3(N)CCCC3)C2)cn1 (stereo not given),2,x,-7
CCc1ccc(NC(=O)C(=O)NCCC2CCCCN2S(=O)(=O)c2ccc(OC)cc2)cc1 (stereo not given),9,x,-5
Cc1nnc(CSc2nc3cc(F)c(F)cc3[nH]2)o1,5,x,1
COc1cccc2c(C)cc(-c3ccn[nH]3)nc12,8,-16,-5
CCC(C)N(Cc1cccc(OS(=O)(=O)c2ccc(OC)cc2)c1)C(C)=O (stereo not given),7,-4,-2
Cn1c(=O)[nH]c(=O)c2c1nc1n(-c3ccccc3)c(-c3ccc(F)cc3)cn21,0,-10,3
CC(C)NC(=O)C(C)ONC(=O)Cc1ccc2ccccc2c1 (stereo not given),2,x,-10
COc1ccc(C)cc1-n1nnnc1SCc1cn2cccc(C)c2n1,-10,x,-5
O=c1c(-c2ccc3ccccc3c2)coc2ccc(F)cc12,x,-5,-5
O=C(NC1CCCc2ccccc21)c1ccccc1N1CCC(NC(=O)C2CCCCC2)CC1 (stereo not given),17,-5,-4
Cc1cccc(-c2n[nH]c(=S)n2CCC(=O)NC(C)c2ccccc2Br)c1 (stereo not given),-8,x,-2
O=C1c2ccccc2C(=O)N1N=Cc1c2ccccc2cc2ccccc12,-1,x,1
COc1cc(CNc2nccnc2-c2cc(OC)c(OC)c(OC)c2)cc(OC)c1OC,-16,-1,-5
COc1ccc(N2CCN(C(=O)c3ccccc3Cl)C(C)C2=O)cc1OC (stereo not given),-8,-6,-4
CCN(C(=O)Cn1c(=O)c(C#N)c2n(c1=O)CCC2)C1CCS(=O)(=O)C1 (stereo not given),3,-4,-9

As a short view, two of the compounds above:
smiles,NPYLR7 ag,mcGAS lum,hcGAS inh
CC1CN(Cc2ccc(CNS(=O)(=O)c3cccs3)cc2)CC(C)O1 (stereo not given),11,x,6
Cc1sc(-n2cccc2)c(C(=O)N2CCC3(CC2)CNC(=O)C3)c1C,-3,x,-4

New compounds follow:
smiles,NPYLR7 ag,mcGAS lum,hcGAS inh
O=C(OC1CCSCC1)c1cc([N+](=O)[O-])cc([N+](=O)[O-])c1,3,x,5
Nc1nn(S(=O)(=O)c2ccccc2)cc1-c1cccc([N+](=O)[O-])c1,1,x,-6
C=CCn1c(CN2C[C@@H](N)C[C@H]2C(=O)NC)nc2ccccc21,22,-13,-11
CN(C)c1cccc(N=C2C(=O)Nc3ccc([N+](=O)[O-])cc32)c1,-1,-1,-1
O=C(NCc1ccccn1)N1CC=C(c2ccccc2)CC1,-8,x,-9
Cn1c(=O)oc2cc(NC(=O)c3cc(-c4cccc(Cl)c4)no3)ccc21,-2,-2,3
CCOC(=O)c1oc2cc(O)ccc2c(=O)c1-c1ccc(Br)cc1,1,x,-10
CC(NS(=O)(=O)c1ccc(F)cc1)C(=O)Nc1ccc(N2CCCC2)nc1 (stereo not given),3,2,-6
CC(C)C(=O)N(Cc1cc(Cl)ccc1OS(=O)(=O)c1ccc(F)cc1)C1CC1,19,-8,-8
COc1cccc(CN(C)S(=O)(=O)NC(C)c2ccccc2C)c1 (stereo not given),0,x,-9
C=CCN(Cc1ccc(SC)cc1)C(=O)C1CCOC1 (stereo not given),-3,x,-1
O=C(CCN(Cc1ccco1)c1nc(-c2ccco2)nc2ccccc12)N1CCN(c2ccccc2F)CC1,x,-8,-4
COc1ccc2c(COC(=O)COc3ccc4c5c(c(=O)oc4c3)CCC5)cc(=O)oc2c1,2,x,3
O[C@@H]1CN(Cc2cccc3c2OCO3)CC[C@H]1c1ccc(F)cc1,-2,x,4
COc1c(C)cc(C(O)c2ncc(-c3cccc4ccccc34)[nH]2)cc1C (stereo not given),3,x,0
OCc1cccc(-c2nc[nH]c2-c2ccccc2)c1,-1,-10,-3
C=C(NN=c1sc2ccccc2n1C)c1ccc2c(c1)OCCO2,15,x,-5
O=C(COc1coc(CN2CCN(c3ccccc3)CC2)cc1=O)NCC1CCCO1 (stereo not given),0,-9,-5
CC(C)C(=O)Nc1ccc2oc(-c3ccc(N(C)C)cc3)nc2c1,-3,-2,-1
Cc1cc(C)n(C2CN(C(=O)c3ccc(C#CC(C)(C)O)o3)C2)n1,2,-11,-4
CCOC(=O)c1sc(N2C(=O)C(O)=C(C(=O)c3cccs3)C2c2ccc([N+](=O)[O-])cc2)nc1C (stereo not given),4,0,2
Cc1ccccc1N1CC(c2nc3ccccc3n2CCOc2ccccc2)CC1=O (stereo not given),0,-3,-10
CCOc1ccc(N(CC(=O)NCc2cccnc2)S(=O)(=O)c2ccc(SC)cc2)cc1,2,-7,-7
N#Cc1nc(-c2ccc(COc3ccccc3)o2)oc1NCc1ccco1,-1,-9,-4
COCCNC(=S)Nc1ccc(N)c([N+](=O)[O-])c1,2,x,-14
Cc1ccc(CNC(=O)Cn2c(CO)cnc2SCc2cccc(C)c2)cc1,8,x,-5
O=C(NCc1ccco1)c1cn(Cc2ccc(F)cc2)c(=O)s1,9,x,-10
Clc1ccc2nc(NCc3ccccn3)nc(-c3ccccc3)c2c1,-1,x,-12
OC(c1ccc(F)c(F)c1)c1ncc(-c2cccc3ccccc23)[nH]1 (stereo not given),0,x,-6

A second format for part of the listing above.
CCOC(=O)c1sc(N2C(=O)C(O)=C(C(=O)c3cccs3)C2c2ccc([N+](=O)[O-])cc2)nc1C (stereo not given)
- NPYLR7 ag: 4
- mcGAS lum: 0
- hcGAS inh: 2
Cc1ccccc1N1CC(c2nc3ccccc3n2CCOc2ccccc2)CC1=O (stereo not given)
- NPYLR7 ag: 0
- mcGAS lum: -3
- hcGAS inh: -10
CCOc1ccc(N(CC(=O)NCc2cccnc2)S(=O)(=O)c2ccc(SC)cc2)cc1
- NPYLR7 ag: 2
- mcGAS lum: -7
- hcGAS inh: -7
N#Cc1nc(-c2ccc(COc3ccccc3)o2)oc1NCc1ccco1
- NPYLR7 ag: -1
- mcGAS lum: -9
- hcGAS inh: -4

Assay outcomes deposited in PubChem by Fisher Drug Discovery Resource Center.
